Source: PubChem BioAssay
Anthrax LF prot: inhibitors of Bacillus anthracis lethal factor protease. P15917. multiplex microsphere protease cleavage assay, LF. inhibition, % at 10 µM. 360,000 compounds, 0.12% hits. AID 588501; note: plate controls were buffer without enzyme for full effect and enzyme alone for no effect
Target sequence (P15917 whole entry, looked up): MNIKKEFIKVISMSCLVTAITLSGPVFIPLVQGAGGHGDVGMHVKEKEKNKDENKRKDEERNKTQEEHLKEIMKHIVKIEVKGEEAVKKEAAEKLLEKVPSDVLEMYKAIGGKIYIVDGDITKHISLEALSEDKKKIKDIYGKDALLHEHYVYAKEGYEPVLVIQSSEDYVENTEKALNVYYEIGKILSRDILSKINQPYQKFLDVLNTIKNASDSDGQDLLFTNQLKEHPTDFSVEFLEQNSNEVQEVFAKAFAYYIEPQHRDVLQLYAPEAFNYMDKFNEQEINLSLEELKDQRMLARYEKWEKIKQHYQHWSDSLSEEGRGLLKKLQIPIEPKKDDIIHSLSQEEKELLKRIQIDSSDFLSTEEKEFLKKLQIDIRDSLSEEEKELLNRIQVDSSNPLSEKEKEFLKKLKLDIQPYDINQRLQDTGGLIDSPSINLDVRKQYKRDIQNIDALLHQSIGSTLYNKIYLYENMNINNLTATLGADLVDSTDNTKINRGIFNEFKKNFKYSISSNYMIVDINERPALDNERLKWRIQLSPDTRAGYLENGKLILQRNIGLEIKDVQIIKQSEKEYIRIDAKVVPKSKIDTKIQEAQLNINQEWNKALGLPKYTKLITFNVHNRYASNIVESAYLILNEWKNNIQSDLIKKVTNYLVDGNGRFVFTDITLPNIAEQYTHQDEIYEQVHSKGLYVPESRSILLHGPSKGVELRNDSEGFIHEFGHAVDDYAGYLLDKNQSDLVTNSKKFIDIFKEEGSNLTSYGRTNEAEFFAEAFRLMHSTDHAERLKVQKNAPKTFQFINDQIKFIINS
PrPC TRFRET: cell surface PrPC inhibition, primary TR-FRET screen. P04156. TR-FRET read-out. inhibition, % at 13.8 µM. 370,000 compounds, 0.43% hits. AID 720596; in the data active = inhibition above about 24%; note: 0% = median of the test wells and 100% = reference compound wells
Y pestis TopoI: inhibitors of Yersinia pestis topoisomerase I; Y. pestis Topo-I cleavage product accumulation, plate reader; activity, % at 10 µM; 360,000 compounds, 0.064% hits; AID 504884; in the data active = activity above about 50%, passing the limit was not always enough; inconclusive = no clear call, values can overlap the other calls; note: inactives centre near 2
TcdB GH inh: blocks C. difficile toxin B glycohydrolase activity. P18177. TcdB glycohydrolase enzymatic assay, plate reader. inhibition, % at 9.99 µM. 350,000 compounds, 0.24% hits. AID 652162; in the data active = inhibition above about 10%
BoNT-A LC inh2: BoNT A light chain protease inhibition | inhibition, % at 10 µM | 360,000 compounds, 0.17% hits | AID 588499 | multiplex microsphere protease substrate cleavage, flow cytometry; note: plate controls were buffer without enzyme for full effect and enzyme alone for no effect
FadD28 FP inh: M. tuberculosis FadD28 bisubstrate binding inhibition. FadD28 bisubstrate probe binding, fluorescence polarization. inhibition, % at 12.5 µM. 360,000 compounds, 0.22% hits. AID 588549; in the data active = inhibition above about 8.5%, passing the limit was not always enough; inconclusive = no clear call, values can overlap the other calls
BoNT F protease: inhibitors of Botulinum neurotoxin F light chain protease. Multiplex microsphere protease cleavage assay, flow cytometry. inhibition, % at 10 µM. 360,000 compounds, 0.22% hits; in the data active = inhibition above about 35%, passing the limit was not always enough; inconclusive = no clear call, values can overlap the other calls; note: plate controls were buffer without enzyme for full effect and enzyme alone for no effect
PfHsp40 yeast: rescue of PfHsp40-mediated yeast toxicity. S. cerevisiae expressing PfHsp40, growth rescue, ATP luminescence. growth rescue, % at 12.5 µM. 340,000 compounds, 0.68% hits; in the data active = growth rescue above about 28%, passing the limit was not always enough; inconclusive = no clear call, values can overlap the other calls;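 note: yeast W303a lacking pdr1 and pdr3 grown in galactose medium; growth measured after three days at 30 °C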
CCHF vOTU inh: CCHFV vOTU protease inhibition; Pep-AMC fluorescence; inhibition, % at 11.5 µM; 370,000 compounds, 0.55% hits; in the data active = inhibition above about 30%; note: 0% = vehicle wells with enzyme and 100% = no enzyme wells
* = called active by the depositor. Cut-off read from the data, not from the text of the source, unless noted: active = inhibition above about 30%; inconclusive = no clear call, values can overlap the other calls; inactive = below that.

For CC(Oc1cc2oc(=O)c3c(c2cc1Cl)CCCC3)C(=O)NCC1CCC(C(=O)O)CC1 (stereo not given) the results were Anthrax LF prot 1, PrPC TRFRET 6, Y pestis TopoI -2, TcdB GH inh 1.9, BoNT-A LC inh2 -0.6, FadD28 FP inh -3.5, BoNT F protease 1, PfHsp40 yeast 0.2 and CCHF vOTU inh 10.
For S=c1nc(-c2ccccc2)n(CCCn2ccnc2)c2c1CCCC2 the results were Anthrax LF prot -10, PrPC TRFRET 47*, Y pestis TopoI -8, TcdB GH inh -1.6, BoNT-A LC inh2 -0.5, FadD28 FP inh -0.6, BoNT F protease -9, PfHsp40 yeast -0.2 and CCHF vOTU inh 12.
For Cc1ccccc1C(=O)NCCNC(=O)c1ccco1 the results were Anthrax LF prot -1, PrPC TRFRET 0, Y pestis TopoI -4, TcdB GH inh -1.0, BoNT-A LC inh2 -1.4, FadD28 FP inh -1.1, BoNT F protease -3, PfHsp40 yeast -0.6 and CCHF vOTU inh -6.
CC(C)CN(C(=O)Cn1c(=O)cnc2ccccc21)C1CCS(=O)(=O)C1 (stereo not given) was read as Anthrax LF prot -1, PrPC TRFRET -7, Y pestis TopoI 1, TcdB GH inh 2.5, BoNT-A LC inh2 -13, FadD28 FP inh -2.7, BoNT F protease -15, PfHsp40 yeast -0.7 and CCHF vOTU inh 2.
O=C(CSc1ncnc2c1oc1ccccc12)Nc1nc2ccccc2s1 was read as Anthrax LF prot -6, PrPC TRFRET 9, Y pestis TopoI 0, TcdB GH inh -5.3, BoNT-A LC inh2 -0.5, FadD28 FP inh 0.5, BoNT F protease -6, PfHsp40 yeast 0.9 and CCHF vOTU inh 0.
Screening COc1ccc(N2CCN(S(=O)(=O)c3cccc4cccnc34)CC2)cc1 returned Anthrax LF prot -4, PrPC TRFRET 4, Y pestis TopoI 12, TcdB GH inh 1.8, BoNT-A LC inh2 0.1, FadD28 FP inh -2.2, BoNT F protease -10, PfHsp40 yeast 0.7 and CCHF vOTU inh 9.
For O=C(CCc1nc(-c2ccc(Cl)cc2)no1)NCC1CCCO1 (stereo not given) the results were Anthrax LF prot 0, PrPC TRFRET -4, Y pestis TopoI -7, TcdB GH inh -0.1, BoNT-A LC inh2 0.1, FadD28 FP inh -0.4, BoNT F protease 0, PfHsp40 yeast 0.3 and CCHF vOTU inh 0.
CCNS(=O)(=O)c1ccc(CCC(=O)NCc2ccncc2)cc1 was read as PrPC TRFRET 4, Y pestis TopoI 6, TcdB GH inh -5.2, FadD28 FP inh 0.0, PfHsp40 yeast -0.2 and CCHF vOTU inh 0.
`CN(C1CCCCC1)S(=O)(=O)c1ccc(Cl)c(C(=O)O)c1` gave Anthrax LF prot -5, PrPC TRFRET -3, Y pestis TopoI -2, BoNT-A LC inh2 -0.3, FadD28 FP inh -0.4, BoNT F protease -7, PfHsp40 yeast 0.1 and CCHF vOTU inh -18.
For COc1cc(-c2nnn(CC(=O)NC3CCS(=O)(=O)C3)n2)ccc1OCc1ccccc1 (stereo not given) the results were Anthrax LF prot -3, PrPC TRFRET -1, Y pestis TopoI 12, BoNT-A LC inh2 2.1, FadD28 FP inh -1.6, BoNT F protease 8, PfHsp40 yeast 0.4 and CCHF vOTU inh 4.
`Cc1ccc(S(=O)(=O)NC2CC(C)(C)N(O)C(C)(C)C2)cc1` gave Anthrax LF prot 2, PrPC TRFRET 3, Y pestis TopoI -7, TcdB GH inh -3.5, BoNT-A LC inh2 0.7, FadD28 FP inh -0.2, BoNT F protease 2, PfHsp40 yeast 0.4 and CCHF vOTU inh 8.
C[C@@H]1CN(C2CCN(Cc3nc(CC4CC4)no3)CC2)C[C@H](C)O1 was read as Anthrax LF prot 0, PrPC TRFRET 4, Y pestis TopoI 4, TcdB GH inh 1.3, BoNT-A LC inh2 -1.7, FadD28 FP inh 0.6, BoNT F protease -9, PfHsp40 yeast 0.2 and CCHF vOTU inh -10.
Screening C=C1C(=O)O[C@@H]2[C@H]1[C@@H](OC(=O)/C(C)=C/C)C/C(C)=C\C(=O)/C=C(\C)[C@@H]2O returned Anthrax LF prot -1, PrPC TRFRET -8, Y pestis TopoI -1, TcdB GH inh -2.8, BoNT-A LC inh2 0.5, FadD28 FP inh 0.5, BoNT F protease -7, PfHsp40 yeast 1.9 and CCHF vOTU inh 6.
Screening CCn1c(COc2ccc3c(c2)OCO3)nnc1SCC(=O)O returned Anthrax LF prot 0, PrPC TRFRET 0, Y pestis TopoI -2, BoNT-A LC inh2 -0.6, FadD28 FP inh -0.3, BoNT F protease 2, PfHsp40 yeast 1.4 and CCHF vOTU inh 3.
`N=C1C(c2ccccc2)=C(O)CN1c1ccccc1N1CCOCC1` gave Anthrax LF prot 0, PrPC TRFRET 5, Y pestis TopoI 1, BoNT-A LC inh2 0.8, FadD28 FP inh 0.0, BoNT F protease -1, PfHsp40 yeast -0.5 and CCHF vOTU inh 0.
Screening COc1cc(NC(=O)CCCSc2nc(-c3ccco3)cc(C(F)(F)F)n2)cc(OC)c1OC returned Anthrax LF prot -2, PrPC TRFRET 3, Y pestis TopoI 15, BoNT-A LC inh2 -1.2, FadD28 FP inh -6.0, BoNT F protease -1, PfHsp40 yeast 0.9 and CCHF vOTU inh 10.
CCOc1ccccc1CNn1cnnc1SCC(=O)NC(C)(C)C was read as Anthrax LF prot -7, PrPC TRFRET 4, Y pestis TopoI -1, TcdB GH inh 0.9, BoNT-A LC inh2 0.0, FadD28 FP inh 0.2, BoNT F protease -6 and CCHF vOTU inh -3.
COc1cccc(N(C(=O)c2cccs2)c2nc3ccccc3s2)c1 was read as Anthrax LF prot -2, PrPC TRFRET 5, Y pestis TopoI 5, BoNT-A LC inh2 0.5, FadD28 FP inh 0.3, BoNT F protease -2, PfHsp40 yeast 2.5 and CCHF vOTU inh 16.
`COc1ccc(N2CCN(C(C)C(=O)N3CC(C)OC(C)C3)CC2)cc1` (stereo not given) gave Anthrax LF prot -7, PrPC TRFRET -8, Y pestis TopoI -2, TcdB GH inh -5.3, BoNT-A LC inh2 -0.2, FadD28 FP inh -0.8, BoNT F protease -1, PfHsp40 yeast -0.3 and CCHF vOTU inh 23.
O=C(NCc1ccccn1)c1cc(-c2ccc(Cl)cc2)oc1C(F)(F)F was read as Anthrax LF prot -5, PrPC TRFRET 3, Y pestis TopoI 20, TcdB GH inh 2.2, BoNT-A LC inh2 0.7, FadD28 FP inh -3.7, BoNT F protease -6 and CCHF vOTU inh -2.
Screening COC(=O)c1sccc1NC(=O)c1cccs1 returned Anthrax LF prot -7, PrPC TRFRET 6, Y pestis TopoI 2, TcdB GH inh -0.2, BoNT-A LC inh2 -3.9, FadD28 FP inh -2.1, BoNT F protease -44, PfHsp40 yeast 0.5 and CCHF vOTU inh -1.
`CCN(CC(=O)NCc1ccc(Cl)cc1)C(=O)/C=C/c1ccc(Cl)c([N+](=O)[O-])c1` gave Anthrax LF prot -2, PrPC TRFRET -27, Y pestis TopoI 13, TcdB GH inh -0.9, BoNT-A LC inh2 -4.0, FadD28 FP inh 0.5, BoNT F protease -7, PfHsp40 yeast -0.7 and CCHF vOTU inh 7.
Screening Cc1ccc2c(CC(=O)NC3CCCc4ccccc43)coc2c1 (stereo not given) returned Anthrax LF prot -2, PrPC TRFRET 4, Y pestis TopoI -4, BoNT-A LC inh2 -0.2, FadD28 FP inh -1.3, BoNT F protease -4, PfHsp40 yeast 0.3 and CCHF vOTU inh 4.
CC1CCN(S(=O)(=O)c2ccc([N+](=O)[O-])cc2)CC1 was read as Anthrax LF prot -9, PrPC TRFRET -21, Y pestis TopoI -15, TcdB GH inh 0.8, BoNT-A LC inh2 -4.7, FadD28 FP inh -2.1, BoNT F protease inconclusive, PfHsp40 yeast -0.7 and CCHF vOTU inh 16.
For O=C(O)c1ccc([N+](=O)[O-])cc1-c1cc([N+](=O)[O-])ccc1C(=O)O the results were Anthrax LF prot 3, PrPC TRFRET -10, Y pestis TopoI 5, TcdB GH inh 1.9, BoNT-A LC inh2 0.1, FadD28 FP inh -0.3, BoNT F protease -5, PfHsp40 yeast -0.7 and CCHF vOTU inh 1.
COC(=O)Nc1ccc(S(=O)(=O)N2CCCC(C(=O)NC3CCCCC3)C2)cc1 (stereo not given) was read as Anthrax LF prot -2, PrPC TRFRET 8, Y pestis TopoI -2, TcdB GH inh 1.4, BoNT-A LC inh2 -0.8, FadD28 FP inh -0.6, BoNT F protease -2, PfHsp40 yeast 2.0 and CCHF vOTU inh 3.
Screening CC1CCN(C(=O)CN2C(=O)NC3(CCCCCC3)C2=O)CC1 returned Anthrax LF prot -6, PrPC TRFRET -1, Y pestis TopoI 5, TcdB GH inh -1.1, BoNT-A LC inh2 -3.6, BoNT F protease -4, PfHsp40 yeast 1.3 and CCHF vOTU inh 2.
COc1ccc(-n2c(SC(C)C(=O)Nc3ccc(NC(C)=O)cc3)nc3ccccc3c2=O)cc1OC (stereo not given) was read as Anthrax LF prot 2, PrPC TRFRET 4, Y pestis TopoI 33, TcdB GH inh 0.3, BoNT-A LC inh2 -8.6, FadD28 FP inh -2.2, BoNT F protease inconclusive, PfHsp40 yeast 0.8 and CCHF vOTU inh 12.

Copied from the results shown (eight entries):
COc1cccc(N(C(=O)c2cccs2)c2nc3ccccc3s2)c1 was read as Anthrax LF prot -2, PrPC TRFRET 5, Y pestis TopoI 5, BoNT-A LC inh2 0.5, FadD28 FP inh 0.3, BoNT F protease -2, PfHsp40 yeast 2.5 and CCHF vOTU inh 16.
`COc1ccc(N2CCN(C(C)C(=O)N3CC(C)OC(C)C3)CC2)cc1` (stereo not given) gave Anthrax LF prot -7, PrPC TRFRET -8, Y pestis TopoI -2, TcdB GH inh -5.3, BoNT-A LC inh2 -0.2, FadD28 FP inh -0.8, BoNT F protease -1, PfHsp40 yeast -0.3 and CCHF vOTU inh 23.
O=C(NCc1ccccn1)c1cc(-c2ccc(Cl)cc2)oc1C(F)(F)F was read as Anthrax LF prot -5, PrPC TRFRET 3, Y pestis TopoI 20, TcdB GH inh 2.2, BoNT-A LC inh2 0.7, FadD28 FP inh -3.7, BoNT F protease -6 and CCHF vOTU inh -2.
Screening COC(=O)c1sccc1NC(=O)c1cccs1 returned Anthrax LF prot -7, PrPC TRFRET 6, Y pestis TopoI 2, TcdB GH inh -0.2, BoNT-A LC inh2 -3.9, FadD28 FP inh -2.1, BoNT F protease -44, PfHsp40 yeast 0.5 and CCHF vOTU inh -1.
`CCN(CC(=O)NCc1ccc(Cl)cc1)C(=O)/C=C/c1ccc(Cl)c([N+](=O)[O-])c1` gave Anthrax LF prot -2, PrPC TRFRET -27, Y pestis TopoI 13, TcdB GH inh -0.9, BoNT-A LC inh2 -4.0, FadD28 FP inh 0.5, BoNT F protease -7, PfHsp40 yeast -0.7 and CCHF vOTU inh 7.
Screening Cc1ccc2c(CC(=O)NC3CCCc4ccccc43)coc2c1 (stereo not given) returned Anthrax LF prot -2, PrPC TRFRET 4, Y pestis TopoI -4, BoNT-A LC inh2 -0.2, FadD28 FP inh -1.3, BoNT F protease -4, PfHsp40 yeast 0.3 and CCHF vOTU inh 4.
CC1CCN(S(=O)(=O)c2ccc([N+](=O)[O-])cc2)CC1 was read as Anthrax LF prot -9, PrPC TRFRET -21, Y pestis TopoI -15, TcdB GH inh 0.8, BoNT-A LC inh2 -4.7, FadD28 FP inh -2.1, BoNT F protease inconclusive, PfHsp40 yeast -0.7 and CCHF vOTU inh 16.
For O=C(O)c1ccc([N+](=O)[O-])cc1-c1cc([N+](=O)[O-])ccc1C(=O)O the results were Anthrax LF prot 3, PrPC TRFRET -10, Y pestis TopoI 5, TcdB GH inh 1.9, BoNT-A LC inh2 0.1, FadD28 FP inh -0.3, BoNT F protease -5, PfHsp40 yeast -0.7 and CCHF vOTU inh 1.
